RBX1-CUL1 inh – blocks human RBX1-Cullin-1 di-ubiquitin formation; P62877+Q13616; inhibition, % at 10 µM; actives 0.6% (n = 140,000); in vitro K48 di-Ub FRET, acceptor:donor ratio, 45 min; in the data active means inhibition above about 25%
Target sequence (P62877 whole entry, looked up): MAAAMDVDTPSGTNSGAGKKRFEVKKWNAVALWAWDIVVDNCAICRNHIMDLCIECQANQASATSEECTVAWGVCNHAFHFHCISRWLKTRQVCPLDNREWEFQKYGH
Target sequence (Q13616 whole entry, looked up): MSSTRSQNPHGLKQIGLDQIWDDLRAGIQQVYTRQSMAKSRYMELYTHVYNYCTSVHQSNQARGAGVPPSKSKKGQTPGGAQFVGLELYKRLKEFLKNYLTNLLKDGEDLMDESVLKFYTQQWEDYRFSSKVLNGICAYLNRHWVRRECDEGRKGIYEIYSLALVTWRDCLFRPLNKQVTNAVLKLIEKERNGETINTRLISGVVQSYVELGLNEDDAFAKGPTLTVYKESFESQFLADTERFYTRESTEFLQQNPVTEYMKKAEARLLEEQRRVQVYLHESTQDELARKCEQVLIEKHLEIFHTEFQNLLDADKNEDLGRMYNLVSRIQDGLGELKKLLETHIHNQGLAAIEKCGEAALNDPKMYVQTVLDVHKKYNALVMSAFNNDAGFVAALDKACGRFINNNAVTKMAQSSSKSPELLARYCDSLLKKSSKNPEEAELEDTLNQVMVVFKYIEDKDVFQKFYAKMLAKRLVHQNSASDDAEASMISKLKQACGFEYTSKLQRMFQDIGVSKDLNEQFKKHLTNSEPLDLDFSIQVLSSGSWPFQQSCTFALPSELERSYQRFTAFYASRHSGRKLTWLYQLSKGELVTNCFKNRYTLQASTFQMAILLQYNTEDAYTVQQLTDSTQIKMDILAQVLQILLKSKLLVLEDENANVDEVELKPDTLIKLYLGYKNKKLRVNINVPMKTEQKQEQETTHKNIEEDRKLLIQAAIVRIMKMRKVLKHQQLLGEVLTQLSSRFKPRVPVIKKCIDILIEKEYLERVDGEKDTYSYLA
Active calls of the source: *.

smiles | RBX1-CUL1 inh
COc1cc(NC(=O)Cn2nc(Cc3cccnc3)c3ccccc3c2=O)cc(OC)c1OC | 0
CCN1C(=O)/C(=C\c2cc(OC)c(OC)cc2Br)SC1=S | 4
CCN(CC)c1cc2c(cc1F)c(=O)c(S(=O)(=O)c1ccccc1)cn2C | -7
COc1ccc(CCCc2n[nH]c(=S)o2)cc1C | 2
CCNC(=O)N1CCNC(=O)C1CC(=O)Nc1ccc(F)cc1 (stereo not given) | -4
N#CC1C(=N)Oc2c(ccc3ccccc23)C1c1ccsc1 (stereo not given) | 8
O=C(NCc1cccs1)C1CC(c2c(F)cccc2Cl)=NO1 (stereo not given) | 6
CCCCNC(=O)CCC(=O)NNc1nc2ccccc2c2nc(-c3ccccc3)nn12 | 1
Fc1cccc(F)c1CNCC1NCCc2ccccc21 (stereo not given) | -2
Cc1c(Cl)cccc1-n1ncc(C(=O)N2CCN(C)CC2)c1C1CCN(C(=O)OC(C)(C)C)CC1 | 1
COc1ccc(Nc2ccc3cc(S(=O)(=O)N4CCCC4)ccc3n2)cc1OC | 11
Cc1cc(C)c(Cn2c(=O)n(CCCC(=O)NCc3ccc4c(c3)OCO4)c(=O)c3sccc32)c(C)c1 | -4
Cc1ccc(N=C2C(=O)N(c3ccccc3C)C(=O)C2Cl)c(C)c1 (stereo not given) | -8
Cc1ccc(-n2nnnc2-c2cnn(-c3ccc(Cl)c(Cl)c3)c2-c2ccccc2C)cc1 | 4
CC(C)(C)OC(=O)N1CCC(c2c(C(=O)NCCc3ccccc3)cnn2-c2ccc(F)cc2F)CC1 | -1
CCC(NC(=O)c1cc(OC)ccc1OC1CCN(C(C)=O)CC1)c1ccncc1 (stereo not given) | -1
OC(CNC1CCCCC1)CN1c2ccccc2Sc2ccccc21 (stereo not given) | 13
Cc1ccc(-c2onc(C)c2C)cc1S(=O)(=O)Nc1ccccn1 | 1
COc1ccc(Cn2c(CCC(=O)Nc3cccc(Cl)c3)nc3cccnc32)cc1 | -3
COc1ccc(N(CC(=O)NCc2ccccc2Cl)S(=O)(=O)C2C(=O)NC(=O)N=C2C)cc1 (stereo not given) | 3
Cn1cc(CNC(=O)Nc2nnc(CCN3CCOCC3)s2)cn1 | -5
Cc1ccc2c(c1)CN(CC(=O)NCC1(c3ccccc3)CCOCC1)CC(c1ccsc1)O2 (stereo not given) | 1
Cc1nc(C)c(CN2CCC(C3CCN(c4ncccn4)CC3)C2)nc1C (stereo not given) | 4
CC(=O)Nc1ccc(S(=O)(=O)N2CCN(C(=O)N3CCC(C)CC3)CC2)cc1 | 0
Cc1ccc(NC(=O)C2CCN(C(=O)c3ccccc3F)CC2)cc1 | 3
Cc1ccc2scc(N3CCCCC3)c(=O)c2c1 | 14
CCS(=O)(=O)c1ncc(CN(C)Cc2cc3cc(F)ccc3[nH]2)n1CCOC | 8
O=C(COC(=O)c1ccccc1)c1cccc(S(=O)(=O)N2CCOCC2)c1 | 11
COc1cccc(CC2(CO)CCCN(C3Cc4ccccc4C3)C2)c1 (stereo not given) | -4
Cc1ccc(C)c(NC(=O)Cn2ncc3c(C)n(Cc4ccc(F)cc4)c(C)c3c2=O)c1 | -6
O=C(COCc1cc(-c2ccco2)on1)Nc1cccc(Cl)c1Cl | -2
O=C(Nc1ccccc1Oc1cccnc1)C1CCCN1Cc1cccnc1 (stereo not given) | -3
O=C(c1ccc(C(F)(F)F)cc1)n1nnc2ccccc21 | -12
Cc1cccc(NC(=O)c2sc(-n3nc(C)c(Cc4ccc5c(c4)OCO5)c3C)nc2C)c1C | 1
Cc1ccc(CNC(=O)C2CCCN(c3nc(C)c4ccc(S(C)(=O)=O)cc4n3)C2)cc1 (stereo not given) | 1
Cc1ccc(Cn2ccnc2SCC(=O)Nc2ccc3c(c2)OCCO3)cc1 | 1
N#Cc1c(-c2ccccc2)nc(SCc2nc(N)nc(N3CCCCC3)n2)[nH]c1=O | 7
CNS(=O)(=O)c1cn(CC(=O)Nc2ccc(OC)cc2OC)cc1S(=O)(=O)NC | 7
O=c1cc(-c2ccccc2)nc(N2CCN(c3ccccc3F)CC2)[nH]1 | -3
COc1ccc(C(=O)Nc2ccc(C)cc2C)cc1OC | 0
CCC(=O)Nn1cnc2c(c1=O)C1(CCCCC1)Cc1ccccc1-2 | -13
CC(=O)c1cccc(N=CC2C(=O)N(C3CCCCC3)C(=O)N(C3CCCCC3)C2=O)c1 | 0
Cc1ccccc1OCC(=O)NNC(=O)C1CCCCC1C(=O)O (stereo not given) | -2
O=C(Nc1ccc(S(=O)(=O)N2CCN(c3ccc(F)cc3)CC2)cc1)c1ccco1 | 6
CC1=Nc2nc(CCCO)nn2C(c2ccc(C(C)C)cc2)C1C(=O)Nc1ccccc1C (stereo not given) | -7
CN1CCc2nc3sc(C(=O)Nc4ccc(OC(F)(F)F)cc4)c(N)c3c(-c3cccs3)c2C1 | 8
Cc1ccc(NC(=O)CSc2c3c(nc4ccccc24)CCCC3)cc1F | 3
CCOc1ccc(-c2csc(C(C#N)C=Nc3ccc(Cl)c(Cl)c3)n2)cc1 (stereo not given) | 2
CCC(=O)N1c2ccccc2-c2nnc(SC)nc2OC1c1cccnc1 (stereo not given) | 4
CC(=O)n1nc(N)c([N+](=O)[O-])c1N | 4
CCC(=O)Nc1ccc(NC(=S)NC(=O)c2cc(I)ccc2Cl)cc1 | -8
O=C(CCCOc1ccccc1)N1CCN(C(=O)c2ccco2)CC1 | -3
Cc1nccn1-c1ccc(NC(=O)C2CCCN2C(=O)Cc2ccccn2)cc1 (stereo not given) | -5
CCOc1cc(/C=C2\C(=O)NN(c3ccccc3)C2=O)cc(Br)c1OCCCOc1cccc(C)c1 | 35*
COc1ccc(CCNC(=O)Cn2c(=O)c3sccc3n(CC(=O)Nc3cccc(C(F)(F)F)c3)c2=O)cc1OC | 3
COc1ccc(OC)c(CNS(=O)(=O)c2ccc(-c3coc(C)n3)cc2)c1 | -12
CCCN(C(=O)c1nn(-c2ccc(C)cc2)c(=O)c2c1c1ccccc1n2C)c1ccccc1C | 0
CC(=O)c1sc2nc(-c3cccs3)cc(-c3cccs3)c2c1N | -7
O=C1c2ccccc2-c2ccccc2C12NN=C(c1ccccc1)S2 (stereo not given) | -1
Cc1ccc(C(=O)CC(C(=O)O)c2cn(C)c3ccccc23)cc1 (stereo not given) | 0

(further entries)
smiles | RBX1-CUL1 inh
COc1ccc(/C=C2/N=C(c3ccc(C)cc3)OC2=O)cc1[N+](=O)[O-] | -10
O=C(Nc1ccccc1F)C1CCN(C(=O)c2ccccc2F)CC1 | 8
CC1(c2ccccc2)CC(C)(C)N(C(=O)COC(=O)CN2C(=O)c3ccccc3C2=O)c2ccccc21 (stereo not given) | -8
O=C1Nc2ccccc2C12OCCO2 | 2
O=C(Nc1cccc(-c2cscn2)c1)C1CCN(Cc2ccon2)CC1 | 5
Clc1cccc(-c2nnc(-c3cccc(Cl)c3)o2)c1 | -8
Cc1nc2cc(NC(=O)NC(C)(C)C)ccc2n1C | 11
CCNc1nc(C)c(C(=O)N2CCC(c3cc(=O)[nH]cn3)CC2)s1 | -7
O=C(Cn1nnnc1-c1ccccc1F)Nc1ccc(OC(F)(F)F)cc1 | 2
CC(=O)C(=Cc1ccc(C#N)o1)C(C)=O | 15
COc1ccc(-c2nc3ccccc3s2)cc1NC(=O)c1cc2ccccc2o1 | -3
CCc1cccc(C)c1NC(=O)c1nnn(-c2cccc(Cl)c2C)c1C | 7
Cc1ccc(C2CCN(C(=O)Nc3ccc(Cl)c(Cl)c3)C2)cc1 (stereo not given) | 6
CC1CCN(C(=O)CCC2(Cc3ccc4ccccc4c3)CCC(=O)N2)CC1 (stereo not given) | -9
CC1(C)Cc2sc(=O)nc(N)c2C1 | -3
Cc1cc(C)n(/N=C2\C(=O)Nc3ccccc32)c(=O)c1C#N | 10
CCc1nnc(SCc2nc(-c3ccc(OC)c(OC)c3)oc2C)c2cc3sc(C)cc3n12 | -8
COc1ccccc1CCNC(=O)c1cc2ccccn2n1 | 0
O=C(C1CCC1)N1CCC(C2CCN(Cc3ccc(Cl)cc3)C2)CC1 (stereo not given) | 4
Cc1cc(C)cc(Oc2nc3ccccn3c(=O)c2/C=C(\C#N)c2nc3ccccc3s2)c1 | 1
COc1cc(-c2noc(-c3cc4cc(F)ccc4oc3=O)n2)cc(OC)c1OC | 2
Cc1[nH]c2ccccc2c1C(c1ccc(Br)s1)c1c(C)[nH]c2ccccc12 | 5
CC(C)(O)C#Cc1ccc(C#CC(C)(C)O)s1 | -2
COCCN1C(=O)NC(Cc2cccc(F)c2)(C2CCN(C(=O)c3sccc3Cl)CC2)C1=O (stereo not given) | -5
Cc1cc(N2CCN(c3ccccc3)CC2)nc(N)n1 | 2
COCCN1CCCC2(CCN(Cc3ccc(OC)cc3F)C2)C1=O (stereo not given) | 6
CC1(C)CC(c2cc(=O)n3[nH]c(-c4cccs4)cc3n2)CCO1 (stereo not given) | -9
CCCCOC(=O)C1C(C)=NC2=C(C(=O)CCC2)C1c1ccc(OC)c(OC)c1OC (stereo not given) | -2
N#Cc1ccc(C=C2c3ccccc3-c3ccccc32)cc1 | -4
CC(NC(=S)NC(=O)c1ccc(-c2ccccc2)cc1)c1ccccc1 (stereo not given) | 7
Cc1cccc(S(=O)(=O)N2CCC(Cn3cc(CO)nn3)CC2)c1 | 0
CCOc1ccc(NC(=O)CSc2nc3ccccc3nc2N2CCOCC2)cc1 | 6
COc1ccc(Br)cc1-c1nc2nnc(C)n2[nH]1 | 2
COc1ccc(CNC(=O)CCc2c(C)c3cc4c(C)coc4c(C)c3oc2=O)cc1OC | 6
CCCc1[nH]nc2c1C(c1ccccc1)C(C#N)C(=N)O2 (stereo not given) | 8
COc1cccc(CNC(=O)CCCn2nc(C)n3c(cc4sccc43)c2=O)c1 | -1
O=C(NCC1CCS(=O)(=O)C1)C1(N2CCCCC2)Cc2ccccc2C1 (stereo not given) | -4
COC(=O)c1ccc(Oc2nc(N(C)C)nc(N(C)C)n2)cc1 | -1
COCCCNC(=O)c1c(NC(=O)Cc2coc3c(C)c(C)ccc23)sc2c1CCCC2 | -3
COc1ccc(CCNC(=O)CCc2c(C)nc3c(-c4ccc(F)cc4)c(C)nn3c2C)cc1OC | 2
CCS(=O)(=O)c1ncc(CN(C)Cc2cccs2)n1CCOC | 9
CC(C)c1nc(Sc2ccnc3cc(Br)ccc23)n[nH]1 | -1
CN(C(=O)c1ccc2c(c1)OCO2)C1CCCN(C2Cc3ccccc3C2)C1 (stereo not given) | 9
Cc1c(C(=O)NCCc2ccccc2)cccc1-n1cnc2cccnc21 | 0
CC(C)C(=O)N1CCN(Cc2ccc(Cl)c(Cl)c2)CC1 | 7
CCOC(=O)c1c(-c2ccc(F)cc2)csc1NC(=O)c1cc2ccccc2o1 | -14
CC(=O)N1c2ccc(S(=O)(=O)NCCC(=O)Nc3ccc(Br)c(C)c3)cc2CC1C (stereo not given) | -1
CCOC(=O)C1CCCN(CC(=O)N2CCCc3c2c(=O)oc2ccc(OCc4ccccc4)cc32)C1 (stereo not given) | 4
Cc1ccccc1-c1nn2c(-c3cnccn3)nnc2s1 | -4
Cc1ccc(NC(=S)NC(=O)C2CC2)cc1Cl | 3
COC(=O)c1c(OCCCc2ccccc2)cc(=O)n2c1CCN(C(=O)c1ccc(F)cc1F)CC2 | -2
CO[C@H]1[C@H](NC(=O)Cc2cccs2)c2ccccc2C12CCN(Cc1cnc(SC)nc1)CC2 | 1
CCOc1cc(C(c2c(C)[nH][nH]c2=O)c2c(C)[nH][nH]c2=O)cc(I)c1O | -2
Cc1c(Cl)cccc1N=C1SC(CC(=O)Nc2cccc(Cl)c2)C(=O)N1C (stereo not given) | -6
O=C1NN(c2ccccc2)C(=O)/C1=C\c1cc(O)ccc1Br | 3
Cc1cc(C(=O)Nc2cccc(C(F)(F)F)c2)c2c(C)nn(-c3cccc(F)c3)c2n1 | -11
CCN(CCCNC(=O)c1cc2c(=O)[nH]c3ccc(C)cc3c2s1)Cc1ccccc1 | -1
CCn1nc(C)c(-c2cnc(C3CC(=O)N(Cc4ccc(C)cc4)C3)[nH]2)c1C (stereo not given) | -4
CCn1nc(-c2ccccc2)c(-c2ccccc2)c(C(=O)Nc2ccc(S(N)(=O)=O)cc2)c1=O | -2
N#CC1C(=N)Oc2n[nH]c(-c3ccccc3)c2C12C(=O)Nc1ccccc12 (stereo not given) | -8

Next part:
smiles | RBX1-CUL1 inh
CCCCN(Cc1ccccc1)C(=O)CCc1nnc(C(OC)c2ccccc2)o1 (stereo not given) | -3
COc1ccc(Cn2c(SCc3ccc(C(=O)NCc4cccs4)cc3)nc3ccncc32)cc1 | 4
Cc1cn2c3c(=O)n(Cc4ccccc4Cl)c(=O)n(C)c3nc2n1CCO | -5
CC(=O)c1c(C)oc2ccc(NS(=O)(=O)c3ccc4c5c(cccc35)C(=O)N4)cc12 | -5
Cc1ccc(C(=O)Oc2ccccc2Cl)cc1Br | 2
CC(=O)c1ccc(NC(=O)c2cc3c(=O)oc4ccc(C)cc4c3s2)cc1 | 9
Cc1cc2nn(-c3ccc(Cl)cc3)nc2cc1NC(=S)NC(=O)c1ccccc1I | -2

Shown field by field: 4 of the compounds above
SMILES: Cc1cn2c3c(=O)n(Cc4ccccc4Cl)c(=O)n(C)c3nc2n1CCO
  RBX1-CUL1 inh = -5

SMILES: Cc1cc2nn(-c3ccc(Cl)cc3)nc2cc1NC(=S)NC(=O)c1ccccc1I
  RBX1-CUL1 inh = -2

SMILES: CCCCN(Cc1ccccc1)C(=O)CCc1nnc(C(OC)c2ccccc2)o1 (stereo not given)
  RBX1-CUL1 inh = -3

SMILES: Cc1ccc(C(=O)Oc2ccccc2Cl)cc1Br
  RBX1-CUL1 inh = 2

Assay outcomes: PubChem BioAssay, Icahn School of Medicine at Mount Sinai

These rows are one share of the data (hit frequency here may not be typical).
